# CatS block = blocks human cathepsin S protease activity; recombinant cathepsin S, AMC dipeptide fluorescence, pooled mixtures; inhibition, %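 (tested at 5 µM per compound within 10-compound mixtures)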; P25774; AID 501; hit rate 0.06% among 62,000; in the data active means inhibition above about 32%, passing the limit was not always enough;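 further: 0% = enzyme without compound and 100% = blank without enzyme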
# Her2 expr inh = lowers expression of human Her2 kinase. P04626. SKBR-3 HER2 protein level, AlphaScreen, 18-24 h; stronger effect = lower value. HER2 level % of control, % at 10 µM. hit rate 0.69% among 65,000. AID 645;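 active means HER2 level under 5% of the carrier-only control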;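 further: 100% = DMSO carrier and 0% = 500 nM PU-H71 HSP90 inhibitor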
# Target sequence (P04626 whole entry, looked up): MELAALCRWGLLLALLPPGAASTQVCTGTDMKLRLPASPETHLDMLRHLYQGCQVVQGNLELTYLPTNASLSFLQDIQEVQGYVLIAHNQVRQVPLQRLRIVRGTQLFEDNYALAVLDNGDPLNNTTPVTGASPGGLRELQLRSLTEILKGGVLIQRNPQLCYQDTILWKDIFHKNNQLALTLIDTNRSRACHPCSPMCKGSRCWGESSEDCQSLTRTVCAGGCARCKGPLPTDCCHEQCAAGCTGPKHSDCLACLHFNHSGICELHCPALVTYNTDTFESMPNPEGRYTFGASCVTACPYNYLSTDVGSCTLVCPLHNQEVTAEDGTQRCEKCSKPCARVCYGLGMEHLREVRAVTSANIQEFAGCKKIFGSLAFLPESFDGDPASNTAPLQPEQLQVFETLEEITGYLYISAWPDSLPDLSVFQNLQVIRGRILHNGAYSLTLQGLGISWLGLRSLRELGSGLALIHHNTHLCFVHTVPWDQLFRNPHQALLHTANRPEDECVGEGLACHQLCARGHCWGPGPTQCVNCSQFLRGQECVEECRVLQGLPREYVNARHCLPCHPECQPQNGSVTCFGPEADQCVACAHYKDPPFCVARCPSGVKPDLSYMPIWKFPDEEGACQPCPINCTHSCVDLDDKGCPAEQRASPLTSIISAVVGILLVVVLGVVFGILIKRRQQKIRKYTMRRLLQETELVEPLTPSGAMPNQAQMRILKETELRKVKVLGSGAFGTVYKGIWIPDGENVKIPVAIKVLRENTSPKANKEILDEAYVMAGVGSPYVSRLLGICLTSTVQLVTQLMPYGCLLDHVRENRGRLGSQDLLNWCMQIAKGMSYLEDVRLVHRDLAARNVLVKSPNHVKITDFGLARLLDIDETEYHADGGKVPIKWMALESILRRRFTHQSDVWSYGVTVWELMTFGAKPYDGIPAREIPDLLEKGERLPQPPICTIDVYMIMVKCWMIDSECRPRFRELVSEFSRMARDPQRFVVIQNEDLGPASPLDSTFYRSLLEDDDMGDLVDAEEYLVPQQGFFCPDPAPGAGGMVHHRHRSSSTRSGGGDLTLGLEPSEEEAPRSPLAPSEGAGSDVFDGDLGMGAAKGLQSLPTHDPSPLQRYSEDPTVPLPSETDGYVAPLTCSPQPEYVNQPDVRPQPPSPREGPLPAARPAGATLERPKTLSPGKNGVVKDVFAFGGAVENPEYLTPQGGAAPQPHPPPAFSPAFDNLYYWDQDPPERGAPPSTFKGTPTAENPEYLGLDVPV
# PKA inh = inhibitors of human protein kinase A | AID 524 | PKA Kemptide phosphorylation, Kinase-Glo ATP luminescence | P17612 | inhibition, % at 6 µM | hit rate 0.1% among 65,000;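 active means inhibition above the screen-wide mean inhibition plus 3 SD, cut at about 21% in these data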; further: many of its hits are not listed in these tables
# CatB inh = blocks human cathepsin B protease activity; P07858; purified cathepsin B, fluorogenic substrate, fluorescence; inhibition, %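 (tested at 10 µM)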; hit rate 0.1% among 63,000; in the data active means inhibition above about 21%;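 further: 0% = enzyme with no compound and 100% = no enzyme blank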
# Cathepsin G inh = inhibitors of human cathepsin G; P08311; inhibition, % at 5 µM (by protocol); hit rate 0.2% among 62,000; purified enzyme, AMC-tetrapeptide fluorescence, pooled mixtures;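 active means inhibition above 20% in each of the two mixture wells holding the compound; inactive means inhibition of 20% or less in either well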;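 further: 0% = enzyme control without mixture and 100% = blank lacking enzyme; strong numbers were not always called active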
# CatL block = inhibitors of human cathepsin L. AID 460. P07711. purified cathepsin L, fluorogenic substrate, fluorescence. hit rate 0.17% among 58,000. inhibition, %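 (tested at 10 µM)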; in the data active means inhibition above about 45%;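 further: 0% = enzyme with no compound and 100% = no enzyme blank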
# C1s block = blocks human complement C1s protease activity. P09871. purified C1s, fluorogenic AMC substrate, pooled mixtures. mean inhibition % of two 10-compound mixtures (stronger effect = higher value), % at 5 µM (by protocol). hit rate 0.16% among 62,000;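 active means inhibition above 20% in each of the two 10-compound mixture wells holding the compound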;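 further: 0% = enzyme wells lacking compound mixture and 100% = no-enzyme blank wells; some compounds called inactive have numbers as strong as hits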
# ROCK2 inh = blocks human Rho kinase 2 activity; O75116; purified ROCK2, Kinase-Glo ATP depletion luminescence; inhibition, % at 6 µM; hit rate 0.35% among 60,000; AID 604;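 active means inhibition above the screen-wide mean inhibition plus 3 SD, cut at about 18% in these data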;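 further: plate controls were DMSO wells for no effect and Y-27632 control wells after no-enzyme background subtraction for full effect; many of its hits are not listed in these tables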
# CatB mixtures = human cathepsin B inhibition by mixtures; P07858; Purified cathepsin B, AMC dipeptide fluorescence, compound mixtures; inhibition, %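 (ten-compound pools at 5 µM per compound and 50 µM total)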; hit rate 0.06% among 62,000; AID 488; in the data active means inhibition above about 22%, passing the limit was not always enough;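 further: 0% = enzyme without compound and 100% = no enzyme blank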
# * hit, by the source's call; / = no result given.
SMILES,CatS block,Her2 expr inh,PKA inh,CatB inh,Cathepsin G inh,CatL block,C1s block,ROCK2 inh,CatB mixtures
COc1ccccc1-n1c(C)nnc1SCC(N)=O,12,112,-2,-3,3,1,-16,5,5
COC(=O)c1[nH]c2ccccc2c1NC(=O)CN1CCN(Cc2ccc3c(c2)OCO3)CC1,-14,103,-6,5,-33,0,-100,-13,-6
O=C(NC1CC1)c1ccc2c(c1)ncn2C1CCCC1,10,108,10,6,-2,1,4,5,4
Cc1nc2cc(-c3ccccc3)ccc2o1,-5,146,8,2,8,25,-3,10,-3
O=C(CCC(=O)N(CC(=O)NC1CCCC1)Cc1ccc2c(c1)OCO2)Nc1ccccn1,6,108,0,1,3,-6,-1,0,7
Cc1ccc(NC(=O)N(Cc2cc3cc(C)cc(C)c3[nH]c2=O)CC2COCCO2)cc1 (stereo not given),20,86,-7,5,7,8,-1,2,4
CS(=O)(=O)N1CCCC(C(=O)NC2CCCCCCC2)C1 (stereo not given),-6,106,4,0,-10,0,-31,-1,-6
CN(C)c1ccc(C2N(c3ccc(Cl)cc3)C(=O)C3CCCN32)cc1 (stereo not given),2,78,-2,-1,-1,-3,-25,3,7
CCn1cc(S(=O)(=O)CC(=O)Nc2ccc3c(c2)OCO3)c2ccccc21,-2,52,6,3,-3,-2,0,3,11
CCc1ccc(NC2=CC(=O)CC(c3ccco3)C2)cc1 (stereo not given),-2,100,3,4,11,7,9,4,5
Cc1cccc2cc(C(c3nnnn3CC3CCCO3)N3CCc4ccccc4C3)c(=O)[nH]c12 (stereo not given),15,66,-7,1,5,-2,-5,-2,0
COc1ccc(OC)c(NC(=O)C2CC(=O)N(c3ccccc3)C2)c1 (stereo not given),9,112,-4,-1,-1,5,-9,1,-5
Cc1c(CN2CCCCC2C)c(=O)n(-c2ccccc2)n1C (stereo not given),-3,103,11,-5,8,-11,2,7,0
C/C(=C\C(=O)c1ccccc1)Nc1cccc(O)c1,5,59,-3,-3,1,/,-26,-1,3
COc1ccc(C(=O)N(CC(=O)NC(C)(C)C)c2ccc3c(c2)OCCO3)cc1OC,-27,80,8,-1,-23,2,-209,12,-16
Cc1oc(CC(C)C)cc1C(=O)Nc1ccc(C(=O)O)cc1,-4,103,0,-2,8,2,7,0,0
Cc1cc(S(=O)(=O)N2CCCC2)c(C)s1,0,84,2,-2,-2,-4,-18,-2,1
Cc1cc(C(F)(F)F)nc(SCC(=O)Nc2ccccc2)n1,-17,117,6,4,-6,-2,-110,3,-13
O=C(CCC1CC(=O)Nc2ccccc21)NCc1cccnc1 (stereo not given),-2,94,0,0,0,/,-6,6,2
C=CCNC(=O)c1ccc2c(c1)nnn2C,-4,70,6,5,1,/,-99,/,-4
Cc1[nH]nc2c1C1(CCN(Cc3ccccc3)CC1)C(C#N)=C(N)O2,1,87,5,6,-5,12,-42,5,-4
CC(C)NS(=O)(=O)c1ccc(OCC(=O)NCc2ccc3c(c2)OCO3)c(Cl)c1,-4,87,8,3,4,1,-23,2,-9
COc1ccc(C(=O)NCCn2cc(SCC(=O)Nc3cc(C)on3)c3ccccc32)cc1OC,17,87,0,4,2,13,-3,-2,-3
CCc1ccccc1NC(=O)CC1S/C(=N\c2nccs2)N(CC)C1=O (stereo not given),3,109,10,4,8,6,15,6,2
COc1cccc(C2=CC(c3cc(OC)ccc3OC)n3nnnc3N2)c1 (stereo not given),2,42,6,3,6,-1,-2,6,3
CC(=O)C1=C(O)C(=O)N(CCN(C)C)C1c1ccc(Cl)cc1 (stereo not given),12,142,8,2,8,17,8,1,0
O=C1C2CCCN2C(c2cccc(F)c2)N1c1cccc(Cl)c1 (stereo not given),1,113,7,-1,-3,1,-31,9,-3
Cc1ccccc1-c1nc(CN2CCC(C(=O)NCCCN3CCOCC3)CC2)c(C)o1,13,92,12,9,2,9,-1,5,9
CC(C)C1N=C2c3ccccc3N=C(SCc3cc(=O)n4cc(Cl)ccc4n3)N2C1=O (stereo not given),4,118,4,1,-2,/,0,1,2
CCOc1ccccc1-n1c(SCC(=O)N2CCOCC2)nnc1-c1ccccn1,-44,85,0,0,4,0,-23,-1,1
CCOc1ccc(C(=O)NCC(C)CN(C)C)cc1OCC (stereo not given),2,96,0,8,13,/,7,0,7
CC(=O)Nc1ccc(C(=O)CSc2nnnn2C(C)C)cc1,-5,77,11,-2,-2,-4,-51,6,3
C=CCOc1ccc(/C(O)=C2\C(=O)C(=O)N(CCN(C)C)C2c2cccs2)cc1 (stereo not given),6,143,4,2,27,10,1,3,5
Nc1nc2ccccc2n1CCN1CCCC1,-11,99,10,3,9,-4,13,5,3
Cc1cc(NC(=O)c2cc(CC(C)C)on2)n(-c2ccccc2)n1,1,108,-8,2,-5,16,-76,0,-5
O=C(C(NS(=O)(=O)c1cccs1)c1ccccc1)N1CCN(c2ccccc2)CC1 (stereo not given),29,84,-2,4,9,15,12,-1,9

# Full records from above.
# Entry for `CCOc1ccccc1-n1c(SCC(=O)N2CCOCC2)nnc1-c1ccccn1` = CatS block = -44; Her2 expr inh = 85; PKA inh = 0; CatB inh = 0; Cathepsin G inh = 4; CatL block = 0; C1s block = -23; ROCK2 inh = -1; CatB mixtures = 1
# Entry for `CC(=O)Nc1ccc(C(=O)CSc2nnnn2C(C)C)cc1` = CatS block = -5; Her2 expr inh = 77; PKA inh = 11; CatB inh = -2; Cathepsin G inh = -2; CatL block = -4; C1s block = -51; ROCK2 inh = 6; CatB mixtures = 3

# Look-ups from above.
# In CatB inh, Cc1ccccc1-c1nc(CN2CCC(C(=O)NCCCN3CCOCC3)CC2)c(C)o1 has the entry 9
# In C1s block, CCOc1ccc(C(=O)NCC(C)CN(C)C)cc1OCC (stereo not given) has the entry 7

# (cont.)
SMILES,CatS block,Her2 expr inh,PKA inh,CatB inh,Cathepsin G inh,CatL block,C1s block,ROCK2 inh,CatB mixtures
O=C(NCC1(N2CCOCC2)CCCCC1)c1ccc(Cl)c(S(=O)(=O)NCc2ccco2)c1,-2,150,5,4,-1,11,2,6,-1
CC(C)NC(=O)CN(C(=O)CCC(=O)Nc1ccccn1)c1ccc(F)c(Cl)c1,4,95,2,4,10,/,11,4,6
COc1ccccc1NC(=O)C1=C(C)Nc2ncnn2C1c1cccs1 (stereo not given),-4,91,11,-1,9,21,3,6,-5
COc1ccc(-c2noc(N3CCC(C(=O)N4CCN(c5ccccn5)CC4)CC3)n2)cc1,9,81,5,9,10,3,0,1,3
CCOc1ccc(N2CC(C(=O)NCCc3ccc(OC)c(OC)c3)CC2=O)cc1 (stereo not given),-4,77,-1,-8,-2,3,-20,-1,5
CC1CCc2nn(CC(=O)NCCCN3CCOCC3)cc2C1 (stereo not given),-4,94,-8,2,-3,5,-2,0,8
COc1ccccc1OCCC(=O)OCCN1C(=O)c2ccccc2C1=O,0,74,-2,4,9,-4,8,4,4
O=C(CSc1oc(-c2ccc(F)cc2)nc1S(=O)(=O)c1ccccc1)NCC1CCCO1 (stereo not given),3,109,-2,1,10,9,16,/,4
Clc1cccc(Cl)c1Cn1nnc(-c2cccs2)n1,-7,89,8,1,10,24,6,3,0
Cc1c(C(=O)NCc2cccnc2)oc2c1C(=O)CC(C)(C)C2,-2,76,0,4,6,-7,14,-1,0
CCOc1ccc(-c2nc(CSCC(=O)N3CCN(c4cccc(OC)c4)CC3)c(C)o2)cc1,-5,40,-6,-1,-9,/,-44,-4,-5
CCn1ncc(Cl)c1C(=O)NC(C)c1ccccc1 (stereo not given),0,125,0,0,5,-1,1,-3,2

# Pulled one by one from the list above, 7 records:
SMILES,CatS block,Her2 expr inh,PKA inh,CatB inh,Cathepsin G inh,CatL block,C1s block,ROCK2 inh,CatB mixtures
Cc1cc(NC(=O)c2cc(CC(C)C)on2)n(-c2ccccc2)n1,1,108,-8,2,-5,16,-76,0,-5
Cc1c(CN2CCCCC2C)c(=O)n(-c2ccccc2)n1C (stereo not given),-3,103,11,-5,8,-11,2,7,0
C=CCNC(=O)c1ccc2c(c1)nnn2C,-4,70,6,5,1,/,-99,/,-4
O=C(C(NS(=O)(=O)c1cccs1)c1ccccc1)N1CCN(c2ccccc2)CC1 (stereo not given),29,84,-2,4,9,15,12,-1,9
Cc1oc(CC(C)C)cc1C(=O)Nc1ccc(C(=O)O)cc1,-4,103,0,-2,8,2,7,0,0
CC(C)NC(=O)CN(C(=O)CCC(=O)Nc1ccccn1)c1ccc(F)c(Cl)c1,4,95,2,4,10,/,11,4,6
CC(C)C1N=C2c3ccccc3N=C(SCc3cc(=O)n4cc(Cl)ccc4n3)N2C1=O (stereo not given),4,118,4,1,-2,/,0,1,2

# The list goes on.
SMILES,CatS block,Her2 expr inh,PKA inh,CatB inh,Cathepsin G inh,CatL block,C1s block,ROCK2 inh,CatB mixtures
CCOC(=O)Cn1nnnc1C(CC)N(Cc1cc2ccc(C)cc2[nH]c1=O)C1CCCC1 (stereo not given),1,135,-5,4,15,-6,12,-2,4
Cc1ccc(C)n1NC(=O)c1ccc(Cl)cc1Cl,6,79,8,-2,6,25,18,5,1
Nc1nc(-c2ccco2)nn1C(=O)CCc1ccccc1,-4,75,-1,-3,-2,-3,-24,1,6
CC1(C)OC(=O)C(=CNn2cnc3ccccc3c2=O)C(=O)O1,-7,94,-2,1,-5,-2,-19,1,-3
O=C(CSc1nnc(-c2ccco2)n1Cc1ccccc1)c1ccc(F)cc1,3,88,12,3,7,0,11,6,-2
N#Cc1c(-c2ccco2)cc(C2CC2)nc1SCC(=O)c1ccccc1,-3,40,-1,-8,-7,5,-49,2,0
C=CCNS(=O)(=O)c1ccc(OCC(=O)OC)cc1,-8,120,-2,-6,0,-6,-10,-1,-8
O=C(CCNS(=O)(=O)c1cccc2nonc12)NCc1cccs1,8,74,7,4,12,12,12,/,-4
O=C1NC(c2cccnc2)C(C(=O)c2cccs2)C(O)(C(F)(F)F)N1 (stereo not given),13,150,4,9,1,0,1,3,9
Cc1[nH]n(C(N)=S)c(=O)c1C(c1ccccc1)C(C#N)C#N (stereo not given),18,99,-3,7,-11,-1,-8,-5,8
O=S(=O)(NCc1ccco1)N1CCCCCC1,21,91,7,0,-9,19,-34,4,6
CCN1C(=O)C2(/C(=C(\O)c3ccc4c(c3)OCCO4)C(=O)C(=O)N2CCCOC)c2ccccc21 (stereo not given),-5,104,4,4,8,1,16,-3,4
CCOC(=O)C1=C(C)Nc2ncnn2C1c1ccc(N(C)C)cc1 (stereo not given),-2,184,0,2,6,0,-10,/,-4
Cc1nc(NC2=NCN(Cc3cccnc3)CN2)nc2c(C)cccc12,1,89,5,-4,4,-11,0,0,-6
Cc1nc(Sc2nnnn2C)c2c3c(sc2n1)CCC3,0,57,3,-1,-24,-5,-52,1,-3
CC(=O)N1c2ccccc2NC2=C(C(=O)CCC2)C1c1ccc(F)cc1 (stereo not given),-9,56,8,4,12,1,16,3,5

# Only CatB inh, CatS block and PKA inh (three entries from above):
smiles | CatB inh | CatS block | PKA inh
Cc1nc(NC2=NCN(Cc3cccnc3)CN2)nc2c(C)cccc12 | -4 | 1 | 5
Cc1nc(Sc2nnnn2C)c2c3c(sc2n1)CCC3 | -1 | 0 | 3
CC(=O)N1c2ccccc2NC2=C(C(=O)CCC2)C1c1ccc(F)cc1 (stereo not given) | 4 | -9 | 8

# Source: PubChem

# This is a subset (hit frequency here may not be typical).
